# PhoP inhibition: inhibitors of PhoP regulon expression, primary screen, Salmonella Typhimurium, GFP reporter (AID 1863). 300,000 tested, 0.16% active. S. Typhimurium PhoP-regulated promoter GFP reporter, 4 h; higher % means a stronger effect. one-dose inhibition, % at 50 µM; IC50 in µM for titrated hits;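 active = inhibition over 29.93%, a cutoff 3 SD above the screen mean, later confirmed by dose response; inconclusive = inhibition over 29.93% but no dose response follow-up; inactive = inhibition at most 29.93% or unconfirmed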;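 also: 0% = low Mg2+ inducing control and 100% = high Mg2+ repressing control; strong numbers were not always called active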
# NTR1 ag: NTR1-driven beta-arrestin-GFP spot formation – imaging, U2OS cells, high content, primary screen (AID 493036); P30989; agonist mode; activation, % at 20 µM; 330,000 tested, 0.17% active;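 active = activation at or above 40% of the spot to cytoplasm intensity ratio, with at least 20 cells analyzed; inconclusive = wells under 20 cells, flagged as cytotoxic or low count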;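 also: 0% = DMSO without peptide and 100% = 100 nM NTR1 peptide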
# Target sequence (P30989 whole entry, looked up): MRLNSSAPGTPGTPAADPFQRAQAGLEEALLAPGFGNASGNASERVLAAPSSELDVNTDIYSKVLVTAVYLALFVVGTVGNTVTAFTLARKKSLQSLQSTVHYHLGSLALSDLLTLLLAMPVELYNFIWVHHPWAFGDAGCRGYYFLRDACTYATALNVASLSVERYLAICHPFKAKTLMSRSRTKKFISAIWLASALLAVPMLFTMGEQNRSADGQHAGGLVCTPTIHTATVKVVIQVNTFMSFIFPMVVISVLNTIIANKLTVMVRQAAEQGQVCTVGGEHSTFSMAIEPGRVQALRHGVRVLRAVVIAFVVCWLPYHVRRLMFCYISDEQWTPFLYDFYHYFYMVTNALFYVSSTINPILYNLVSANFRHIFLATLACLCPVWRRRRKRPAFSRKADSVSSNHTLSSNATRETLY
# West Nile antiviral: West Nile virus antiviral activity, cell-based, CPE readout (AID 1621); West Nile virus-infected cells, CPE inhibition; higher % means a stronger effect; 290,000 tested, 0.02% active; one-dose CPE inhibition, % at 10 µM; IC50 in µM for titrated hits; in the data active = a potency from the dose series; inconclusive = CPE inhibition mostly from about 3.7% at the one dose, without a potency; inactive = the rest, 99 in 100 with CPE inhibition below about 2.2%; also: strong numbers were not always called active
# GPR55 LPI antagonism: GPR55 antagonists blocking LPI-driven arrestin recruitment, primary screen, imaging, U2OS, beta-arrestin-GFP, LPI agonist (AID 2013). one-dose inhibition, % at 10 µM; IC50 in µM for titrated hits. U2OS GPR55 beta-arrestin-GFP translocation imaging, LPI antagonism; higher % means a stronger effect. 290,000 tested, 0.13% active;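 active = spots per cell inhibited over 60%, with over 100 cells counted and total cytoplasm intensity under 500,000; inconclusive = wells with under 100 cells, flagged as likely toxic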;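 also: U2OS cells stably carrying GPR55 and arrestin-GFP stimulated by 5 µM LPI near EC80; imaged beta-arrestin-GFP aggregate spots per cell after agonist stimulation; plate controls were LPI-stimulated DMSO wells for no effect and DMSO wells without LPI for full effect; some results filed as inactive read as strong as hits; confirmed hits need IC50 under 10 µM and bright autofluorescent wells are also inconclusive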
# GPR35 arrestin U2OS: GPR35 antagonists blocking zaprinast-driven arrestin recruitment, primary screen, imaging, U2OS, beta-arrestin-GFP, zaprinast agonist (AID 2058); U2OS GPR35 beta-arrestin-GFP translocation imaging, zaprinast antagonism; higher % means a stronger effect; one-dose inhibition, % at 10 µM; IC50 in µM for titrated hits; 290,000 tested, 0.052% active;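 active = inhibition of at least 50% with at least 30 cells and total cytoplasm GFP at most 10,000,000; inconclusive = under 30 cells or total GFP of 10,000,000 plus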
# KOR beta-arrestin-1: KOR antagonists, beta-arrestin recruitment, cell-based, luminescence, uHTS (AID 1778). KOR beta-arrestin recruitment, luminescence, antagonist mode; higher % means a stronger effect. inhibition, % at 10 µM; hits with a dose series show IC50 in µM. 290,000 tested, 0.091% active; in the data active = inhibition above about 50%; also: strong numbers were not always called active
# T cell modulator: modulates CD8 T cell binding to vesicles. 2C CD8+ T cell-vesicle binding, flow cytometry; hits give low values. calls only at 7 µM. 330,000 tested, 0.068% active. AID 2052;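 active = response, share of CD8 T cells binding vesicles, and their 90th percentile fluorescence all below set limits, cut at about 80% in these data, passing the limit was not always enough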
#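 Incubation: binding step 1.5 h, 37 °C, antibody labelling 20 min, ice; system: murine 2C transgenic CD8+ T lymphocytes; technique: cytometric PE anti-B7-1 and Alexa647 anti-CD8 signals after 1% paraformaldehyde fixation; also added: QL9-charged Drosophila Ld/ICAM-1/B7-1 vesicles; control set: naked versus QL9-loaded vesicles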
# GPR55 activation: selective activators of receptor GPR55 – imaging, U2OS cells, beta-arrestin-GFP redistribution, primary screen (AID 1961); U2OS GPR55 beta-arrestin-GFP redistribution imaging; higher % means a stronger effect; activation, % at 10 µM, or EC50 in µM where a hit was titrated; 290,000 tested, 0.048% active;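 active = activation above 40% with more than 50 cells counted in the well; inconclusive = wells holding fewer than 50 cells, flagged as toxic or sparse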;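 also: U2OS osteosarcoma cells stably expressing GPR55 and beta-arrestin-GFP; plate controls were DMSO negative control for no effect and LPI positive control for full effect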
# KOR beta-arrestin-2: kappa opioid receptor activators – cell-based, luminescence, uHTS, primary screen (AID 1777). 280,000 tested, 0.02% active. activation, % at 10 µM; hits with a dose series show EC50 in µM. KOR beta-arrestin recruitment, luminescence; higher % means a stronger effect; in the data active = activation above about 50%, passing the limit was not always enough; also: a part of the inactive calls stands beside numbers as strong as those of hits
# T cell modulator vesicle-bound %: recorded beside T cell modulator, whose call it bears; double positive events, %; measured here: CD8+ vesicle-bound cell fraction;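 binding gate set so that unloaded-vesicle control wells show 10% double positive cells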
# NTR1 ag cell count 20 µM: recorded beside NTR1 ag, whose call it bears; cell count; measured here: cell count, cytotoxicity flag
# * = called active by the depositor; i = inactive; ? = inconclusive; nt = not tested or not shown.
canonical_smiles	PhoP inhibition	NTR1 ag	NTR1 ag cell count 20 µM	West Nile antiviral	GPR55 LPI antagonism	GPR35 arrestin U2OS	KOR beta-arrestin-1	T cell modulator	T cell modulator vesicle-bound %	GPR55 activation	KOR beta-arrestin-2
CNc1ccc(S(=O)(=O)NCC(=O)OCC(=O)Nc2cccc(Cl)c2Cl)cc1[N+](=O)[O-]	3%	-0.1	34	-0.3%	-2%	-19%	-4%	i	13	-0.1%	-1.0%
CN(C)C(=O)C(=O)c1cccn1-c1ccccc1C#N	8%	13	86	-0.1%	8%	-2%	4%	i	7	-0.2%	-2.1%
Cc1nc2ccccn2c1C(=O)NN	-2%	2.1	61	-0.1%	5%	9%	-15%	i	31	-0.2%	0.3%
O=C(CNC(=O)c1ccccc1F)c1ccccc1	-2%	1.6	69	-0.2%	-2%	1%	-7%	i	54	-0.2%	-6.0%
COc1cc(/C=C/C(=O)O)cc(S(=O)(=O)Nc2cccc(S(=O)(=O)N3CCOCC3)c2)c1OC	nt	-1.1	63	-0.1%	-4%	-7%	19%	i	52	-0.1%	-3.2%
COC(=O)C1=C(N)Oc2cc(C)[nH]c(=O)c2C1c1cccnc1 (stereo unspecified)	-4%	-1.0	40	-0.1%	7%	-9%	-5%	i	49	-0.1%	-1.3%
CCNc1nc(NCC)nc(OCCOC(=O)c2ccccc2)n1	-8%	1.8	65	0.7%	-10%	-17%	-21%	i	14	-0.2%	3.8%
O=C(Nc1ccccc1C(=O)N/N=C/c1ccco1)c1ccc(F)cc1	2%	1.6	65	-1.4%	17%	15%	6%	i	49	0.5%	-1.4%
Fc1ccc(-n2nnc(-c3cccnc3Cl)n2)cc1	8%	-0.2	45	0.4%	-2%	-5%	6%	nt	nt	-0.1%	-2.2%
CCOP(=O)(c1ccc(N(C)C)cc1)C(O)c1c(Cl)cccc1Cl (stereo unspecified)	-7%	-0.9	81	-0.1%	1%	4%	-12%	i	22	0.1%	0.7%
CCOc1cc(NC(=O)c2cccs2)c(OCC)cc1NC(=O)CCC(=O)NCc1ccccn1	-4%	1.4	59	1.4%	-4%	-2%	24%	i	44	-0.1%	-2.9%
CC(=O)Nc1ccc(/C=C/C(=O)c2ccccc2)cc1	-3%	0.5	97	?	5%	-6%	-17%	i	35	0.0%	2.7%
Cn1c(=O)n(C)c2cc(C(N)=O)ccc21	2%	0.3	74	-0.2%	12%	13%	36%	i	58	-0.1%	0.0%
O=[N+]([O-])c1cccc(S(=O)(=O)NCc2ccccn2)c1	6%	0.0	71	-0.1%	-5%	0%	-11%	i	47	-0.1%	1.2%
CCOC(=O)Cc1nc2ccccc2o1	-2%	0.9	42	1.9%	3%	-11%	16%	i	23	-1.0%	-7.6%
COc1cc(CNn2nnnc2N)ccc1OCC(=O)NC(C)(C)C	-8%	-2.9	81	-0.1%	-1%	0%	9%	i	62	-0.1%	-4.4%
CCOCCCn1c(=S)[nH]c2cc(C(=O)N3CCN(C)CC3)ccc2c1=O	3%	0.0	83	0.0%	32%	-1%	-7%	i	28	0.3%	3.0%
Cn1nc(-c2ccccc2)c(C(=O)Nc2ccc(Cl)cc2)c1Cl	4%	0.6	36	-0.1%	11%	18%	14%	i	15	-0.3%	-2.5%
O=C1CN(C(=O)COc2ccc(Br)cc2Br)c2ccccc2N1	-9%	4.7	52	-0.8%	6%	4%	-5%	i	33	-0.2%	6.0%
CC1CCCN(CCCNC(=O)C2CC(=O)N(c3ccc(F)c(Cl)c3)C2)C1 (stereo unspecified)	7%	0.1	42	-0.6%	11%	-7%	21%	i	7	-1.8%	0.2%
Fc1ccc(CSc2nncn2NC/C=C/c2ccccc2)cc1	7%	1.5	60	-0.4%	13%	11%	-5%	i	47	0.1%	-4.9%
Cc1ccc2[nH]c3c(c2c1)CN(C(=O)CN1CCSCC1)CC3	-3%	nt	nt	0.0%	14%	8%	18%	nt	nt	-0.2%	10%
CCCN(CCC)CCNC(=O)C(NS(=O)(=O)c1ccc2c(c1)CCC(=O)N2)c1ccccc1 (stereo unspecified)	-13%	1.6	69	-0.3%	4%	10%	13%	i	60	-0.1%	-3.7%
Cc1sc(NC(=O)COc2ccccc2)c(C#N)c1C	8%	1.6	38	-1.4%	8%	-1%	-11%	i	37	-1.0%	-4.5%
Nc1cc(Br)c(N)c(Br)c1	30%	-0.5	75	-0.1%	-1%	-3%	1%	i	16	-0.2%	4.1%
Oc1ccccc1C1=NOC(O)(C(F)F)C1 (stereo unspecified)	7%	-0.8	62	0.2%	-3%	15%	2%	i	37	-0.1%	-0.6%
Clc1nc(NCCN2CCOCC2)nc(NCc2ccccc2)n1	6%	-1.1	74	-0.4%	-1%	-12%	-24%	i	34	0.7%	3.8%
CN1CCN(CC(=O)Nc2ccccc2[N+](=O)[O-])CC1	-1%	0.7	58	-0.6%	5%	-3%	0%	i	32	-0.1%	-4.7%
Cc1ccc(NC(=O)CNC(=O)c2ccccc2F)cc1Cl	15%	0.6	62	-1.0%	1%	-9%	5%	i	17	0.7%	-0.2%
COc1cccc(CNC(=O)c2cc(C)nc3ccccc23)c1	-3%	1.0	50	-0.3%	20%	0%	-18%	i	46	-0.2%	0.3%
CCCCn1c(SCC(=O)c2ccc(O)c(O)c2)nc2ccsc2c1=O	5%	4.0	48	-1.2%	5%	-4%	-7%	i	52	4.0%	-3.2%
CC(=O)N1CCOc2ccc(S(=O)(=O)N3CCC(C(=O)Nc4ccc(F)cc4)CC3)cc21	3%	0.2	69	-0.3%	-3%	19%	0%	i	34	0.3%	-1.1%
OCCCNC(=S)Nc1ccc(Br)cc1Cl	-3%	0.1	61	0.3%	10%	5%	12%	i	14	-0.1%	5.1%
N/C(=N\OC(=O)c1cnn(-c2ccccc2)c1C(F)(F)F)c1cc(C(F)(F)F)cc(C(F)(F)F)c1	-5%	1.8	58	0.2%	17%	-5%	2%	i	57	0.6%	2.4%
COc1ccc(CCNC(=O)CCn2c(SCC(=O)N3CCCC3)nc3ccccc3c2=O)cc1OC	-2%	0.9	60	-0.2%	3%	7%	-31%	i	59	-1.1%	3.8%
O=[N+]([O-])c1cccc(/C=N/Nc2nc(N3CCOCC3)nc(N3CCOCC3)n2)c1	19%	0.2	68	0.1%	-5%	-8%	9%	i	56	0.2%	-3.5%
NCC1CCC(C(=O)Oc2ccc(CCC(=O)O)cc2)CC1 (stereo unspecified)	-1%	-1.2	60	0.1%	nt	nt	nt	i	56	nt	nt
Cc1cnc(C(=O)N2CCCC(N3CCN(c4ccccc4F)CC3)C2)cn1 (stereo unspecified)	nt	-1.0	52	0.1%	-4%	-6%	6%	nt	nt	0.0%	-4.1%
O=C(C1CC1)N1N=C(c2ccc(Br)cc2)CC1(O)C(F)(F)F (stereo unspecified)	1%	1.8	74	-1.0%	9%	12%	-12%	i	34	0.2%	0.6%
O=C(c1ccco1)N(CCC(c1ccccc1)c1ccco1)Cc1ccc(F)cc1 (stereo unspecified)	9%	3.2	80	2.2%	45%	3%	12%	i	32	-0.1%	-2.3%
Cc1ccc(Cn2ccc(NC(=O)CCSc3nc(-c4ccco4)cc(C(F)(F)F)n3)n2)cc1	12%	4.2	40	0.4%	-1%	1%	-20%	i	48	-0.2%	0.6%
CC1CCCCN1C(=O)C1COc2ccccc2O1 (stereo unspecified)	-3%	1.4	50	-0.1%	2%	-1%	-1%	i	28	-0.1%	0.2%
NC(=O)N/N=C(/CCCCCC/C(=N\NC(N)=O)c1ccccc1)c1ccccc1	-6%	7.2	67	-0.3%	8%	13%	-38%	i	25	-0.2%	5.8%
COc1ccc(NC(=O)CN(C)C(=O)CNC(=O)c2cccs2)cc1	-5%	0.9	50	0.2%	2%	1%	-36%	i	59	-0.2%	5.8%
CCCSCCCNC(=O)c1ccc(NC(=O)C2=CSCCO2)cc1	-6%	-1.6	60	-0.1%	13%	-4%	3%	i	34	0.2%	-2.5%
O=C(O)c1cc2ccccc2c2cc(Br)ccc12	-3%	0.8	102	1.8%	7%	-2%	5%	i	43	-0.2%	0.5%
COc1ccc(CC(=O)NCC(=O)N=Nc2c(O)[nH]c3ccccc23)cc1	-5%	-0.1	46	1.9%	2%	-14%	26%	i	35	-0.2%	0.1%
Cn1c(O)c(C(C#N)=C2N=c3ccccc3=N2)c2ccccc21	3%	9.6	93	0.2%	9%	7%	-24%	i	12	-0.1%	0.5%
Cc1ccc(S(=O)(=O)NCCC(=O)OCC(=O)Nc2cccc(S(=O)(=O)NC3=NCCCCC3)c2)cc1	-6%	-0.7	67	-0.1%	22%	2%	4%	i	28	0.2%	-5.1%
C=C1[C@@H](OC(C)=O)CC[C@]2(C)[C@@H]1C[C@@H]1C[C@H](OC(C)=O)C(C)=C([C@@H](OC(C)=O)[C@@H]2OC(C)=O)C1(C)C	6%	1.7	46	0.3%	0%	-2%	23%	i	46	-0.1%	-2.9%
COCCn1c(=NC(=O)c2ccc(S(=O)(=O)N3CCCc4ccccc43)cc2)sc2cc(S(C)(=O)=O)ccc21	1%	3.2	61	-0.6%	8%	7%	27%	i	44	-0.4%	10%
Cn1nc([N+](=O)[O-])nc1Oc1ccc2ccccc2c1	11%	-0.6	61	-0.7%	4%	2%	13%	i	25	-0.1%	1.1%
C(=N\Nc1ccc2nncn2n1)/c1ccccn1	9%	1.4	56	-0.3%	-4%	9%	16%	i	44	0.2%	-3.6%

# Random excerpt: 2 records from the list, in no set order.
canonical_smiles	PhoP inhibition	NTR1 ag	NTR1 ag cell count 20 µM	West Nile antiviral	GPR55 LPI antagonism	GPR35 arrestin U2OS	KOR beta-arrestin-1	T cell modulator	T cell modulator vesicle-bound %	GPR55 activation	KOR beta-arrestin-2
Cc1ccc2[nH]c3c(c2c1)CN(C(=O)CN1CCSCC1)CC3	-3%	nt	nt	0.0%	14%	8%	18%	nt	nt	-0.2%	10%
Cc1nc2ccccn2c1C(=O)NN	-2%	2.1	61	-0.1%	5%	9%	-15%	i	31	-0.2%	0.3%

# Screening results deposited in PubChem BioAssay by several laboratories.
